Autophagy HCS: modulators of autophagy. MEF GFP-LC3 puncta imaging; test concentration mostly 10 µM. calls only at 10 µM (by protocol). 190,000 compounds, 0.98% hits;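 active means percentage of spot-positive cells more than 3 SD above its plate mean, without a fluorescence outlier flag or 80% toxicity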;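 further: spot-positive cell cutoff set from DMSO-treated cells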
Insulin prom up: MIN6 insulin promoter up-regulation; z-score at 5 µM; MIN6 insulin promoter-GFP reporter, high-content imaging; hits give high values; 190,000 compounds, 0.3% hits;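 active means z-score above 3 at 5 µM with at least 500 cells counted in the well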
NOD2 inhibition: NOD2 signaling inhibitors, cell-based, luminescence, uHTS, HEK293 (AID 1566); HEK293 NOD2/NF-kB luciferase reporter, luminescence; higher % means a stronger effect; one-dose inhibition, % at 4 µM; EC50 in µM for titrated hits; 290,000 compounds, 0.63% hits; in the data active means inhibition above about 50%; further: many of its hits are not listed in these tables
bCat nuc transl: modulators of beta-catenin nuclear translocation. HeLa beta-catenin nuclear translocation, immunofluorescence imaging. nuclear translocation activity, % at 5 µM. 190,000 compounds, 0.3% hits. AID 1665;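 active means nuclear translocation activity above 50% at 5 µM, with a well cell count of 50 or more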;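 further: per-cell ratio of nuclear to cytoplasmic median beta-catenin stain intensity; plate controls were DMSO negative control for no effect and GSK-3 inhibitor IX positive control for full effect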
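Test system: human HeLa cell line; Doses: 5 µM primary, 0.02–20 µM confirmation; Incubation: 24 h compound exposure, 37°C; Detection: beta-catenin immunofluorescence imaging with DAPI; Read-out: beta-catenin nuclear/cytoplasmic ratio, % activation.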
MT stabilize HCS: stabilizes microtubules in HeLa cells; HeLa tubulin immunostaining HCS, 24 h; share of cells brighter than vehicle mean+2SD; % tubulin-high responders, % at 10 µM; 200,000 compounds, 0.83% hits;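 active means plate Z-score above 3 for both tubulin-high and condensed-nucleus cell shares, with cell loss under 80%, at 10 µM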;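 further: anti alpha tubulin signal scored within the nucleus-defined area of each cell; some results filed as inactive read as strong as hits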
Yfh1-off respiration: enhancers of respiration in Yfh1-depleted yeast, dose response, Friedreich's ataxia, plus single-dose screen (AID 1465) | S. cerevisiae Yfh1-off respiration, WST-1 reduction, 72 h; higher fold induction means a stronger effect | one-dose fold induction at 50 µM; EC50 in µM for titrated hits | 220,000 compounds, 0.074% hits;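 active means fold induction of absorbance versus untreated yeast above a set limit, then at least 30% activation at any dose in follow-up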;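 further: activators that raise dye reduction in frataxin-depleted yeast; strong numbers were not always called active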
Dynein transport: dynein cargo transport inhibition. 3617.4 mouse cells, GR-EGFP nuclear translocation imaging; test concentration mostly 20 µM; stimulated with dexamethasone, 1 µM; hits give low values. AID 1381. 220,000 compounds, 0.47% hits. z-score, hits read low;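 active means plate z-score of nuclear minus cytoplasmic receptor signal below a set negative limit, without overly bright fluorescence or cell loss, cut at about -3.5 in these data, passing the limit was not always enough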;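 further: z-score of nuclear minus cytoplasmic ring GR-EGFP intensity difference per well; some compounds called inactive have numbers as strong as hits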
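Buffer or medium – tet-free medium with charcoal-stripped serum · Signal – automated 10x imaging of fixed Hoechst-stained cells · Also added – dexamethasone agonist, 1.0 µM final, for 30 min · Incubation – induction 48 h, compound 1 h, agonist 30 min · Read-out – GR-EGFP nuclear translocation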
M17LAP inhibition: P. falciparum M17LAP inhibitors, primary screen, biochemical, fluorogenic H-Leu-NHMec substrate, 1536-well (AID 1619). inhibition, % at 30 µM, or IC50 in µM where a hit was titrated. 220,000 compounds, 0.38% hits. recombinant M17LAP, H-Leu-NHMec fluorogenic kinetic assay; higher % means a stronger effect;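 active means compound inhibiting the enzyme by more than half at any dose during confirmatory dose-response retesting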;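 further: plate controls were full reaction with DMSO carrier for no effect and no enzyme background for full effect; strong numbers were not always called active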
NOD1 inhibition: NOD1 signaling inhibitors, primary screen, cell-based, luminescence, uHTS (AID 1578); NOD1-driven NF-kB luciferase reporter cells, luminescence; higher % means a stronger effect; one-dose inhibition, % at 4 µM; EC50 in µM for titrated hits; 290,000 compounds, 1% hits; in the data active means inhibition mostly above about 36%, no sharp cut-off; inactive means mostly below about 34%;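 further: HEK-293T reporter cells stimulated with the NOD1 agonist gamma-tri-DAP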
Dynein transport cytoplasmic EGFP: also measured in Dynein transport; calls as there; z-score; measured here: cytoplasmic GR-EGFP intensity; hits give high values
Dynein transport nuclear GR-EGFP: further read-out of Dynein transport, marked with its call; z-score; measured here: nuclear GR-EGFP intensity;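 lower value marks the stronger effect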
Dynein transport cell count: further read-out of Dynein transport, marked with its call; z-score; measured here: cell count per field
Insulin prom up cell count: second read-out of Insulin prom up, no call of its own (marks repeat the call); cell count; measured here: cytotoxicity, nuclei count;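 total cells summed across four imaged fields per well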
bCat nuc transl cell count 5 µM: recorded beside bCat nuc transl, whose call it bears; cell count; measured here: cell count, cytotoxicity flag
MT stabilize HCS Hoechst-high %: also measured in MT stabilize HCS; calls as there; % Hoechst-high responders; measured here: nuclear condensation Hoechst responders;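 share of cells brighter than vehicle mean plus two SD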
MT stabilize HCS cytotoxicity %: recorded beside MT stabilize HCS, whose call it bears; toxicity, %; measured here: cytotoxicity by cell density;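 0% = mean cell density of plate MIN control wells and 100% = no cells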
Autophagy HCS cell loss 18 h: further read-out of Autophagy HCS, marked with its call; toxicity, %; measured here: cell loss, nuclei count;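 cell loss after 18 h compound exposure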
An asterisk follows results filed as active; i = inactive; nt = not tested or not shown. An excerpt; the hit share may differ from the screen's.

SMILES	Autophagy HCS	Autophagy HCS cell loss 18 h	Insulin prom up	Insulin prom up cell count	NOD2 inhibition	bCat nuc transl	bCat nuc transl cell count 5 µM	MT stabilize HCS	MT stabilize HCS Hoechst-high %	MT stabilize HCS cytotoxicity %	Yfh1-off respiration	Dynein transport	Dynein transport cytoplasmic EGFP	Dynein transport nuclear GR-EGFP	Dynein transport cell count	M17LAP inhibition	NOD1 inhibition
CCOC(=O)c1[nH]c2ccc(F)cc2c1NC(=O)CCN1CCSCC1	i	2	-0.13	1284	10%	-7.0	1267	3.8	3.6	0.0	i	0.0025	-0.047	0.31	-0.08	4%	-3%
O=C(CSc1nc(O)cc(=O)[nH]1)Nc1ccc2c(c1)CCC2	i	18	-0.7	1700	4%	-2.3	1117	4.0	3.0	6.6	i	0.67	-0.38	0.37	-0.85	2µM*	-17%
O=C(OCC(=O)N1CCCCCC1)c1ccc([N+](=O)[O-])cc1Cl	i	-8	-0.11	1303	9%	-0.3	1045	4.9	3.5	2.2	i	1.8	0.17	2.5	-2.3	-2%	-40%
Cc1cc(C#N)c(C)c(SCc2[nH]nc3c2C(c2ccccc2)C(C#N)=C(N)O3)n1 (stereo not given)	i	26	nt	nt	2%	-0.6	551	4.7	2.1	4.8	i	0.58	-0.067	0.25	-1.8	30%	-30%
c1ccc2c(c1)OCCOCCOCCOCCOc1ccccc1OCCOCCOCCO2	i	5	-2.8	1149	10%	-2.4	542	2.9	2.4	7.4	i	0.018	-0.25	0.035	0.089	-5%	-21%
C=CCSc1nnc(-c2cc3c(C(F)(F)F)nn(C)c3s2)n1C	i	3	nt	nt	11%	nt	nt	1.0	1.9	9.9	i	-0.12	-0.24	-0.6	0.67	11%	-3%
CCCCCCc1cc2cc(S(=O)(=O)c3ccc(C)cc3)c(=O)oc2cc1O	i	6	0.44	1006	13%	2.1	571	3.6	2.3	0.5	i	0.0028	-0.12	0.94	-0.39	-7%	-36%
COc1ccc(-c2noc(CCC(=O)Nc3cc(Cl)c(OC)cc3OC)n2)cc1	i	-4	0.75	936	-18%	nt	nt	2.8	2.4	10	i	0.054	-0.21	0.48	0.74	-6%	-56%
Cc1ccc2nc(-c3ccccc3)nc(SC(C)C(=O)NCc3cccs3)c2c1 (stereo not given)	i	-19	0.16	1821	2%	-3.9	1124	6.8	2.9	0.9	nt	1	0.2	0.51	-3.1	-10%	-9%
COc1ccc2c(c1)sc(=N)n2CC(=O)Nc1cc(C)cc(C)c1	i	9	nt	nt	-5%	1.1	1507	2.5	1.5	6.1	i	-0.69	-0.39	-0.4	1.3	-24%	-24%
Cc1ccc2nsnc2c1S(=O)(=O)N(Cc1ccco1)Cc1cc2ccc(C)c(C)c2[nH]c1=O	i	-3	-2.2	954	-38%	-4.6	928	2.9	4.8	6.0	i	-0.56	-0.44	-0.24	0.49	-4%	-46%
CCC(C)NC(=O)CSc1nc2ccccc2c(=O)n1CCCC(=O)NCC1CCCO1 (stereo not given)	i	8	0.04	1334	4%	-3.4	942	3.1	2.4	11	i	-0.23	-0.23	0.31	0.7	5%	11%
COC(=O)c1cccc(-n2nnnc2SCC(=O)Nc2cc(C)on2)c1	i	10	0.49	1126	-8%	-3.4	1115	1.3	1.3	4.6	i	0.66	0.21	0.18	-0.53	-1%	-36%
Cc1cc2c(c(N3CCOCC3)n1)C(=O)OC2	i	-5	-0.49	951	-2%	nt	nt	1.5	0.8	7.8	i	2.2	-0.26	1.3	-1.1	-2%	4%
Fc1ccc(NC(=S)N/N=C/c2cccc(Br)c2)c(F)c1	i	-12	-0.44	945	-5%	-3.6	1304	1.0	1.0	15	i	-0.33	-0.085	0.037	0.72	4%	-36%
Cc1ccc(C)c(NS(=O)(=O)c2ccc(OCC(=O)NCc3cccnc3)cc2)c1	i	4	1.4	1500	2%	-1.8	1080	7.0	3.2	9.5	i	-0.09	-0.24	0.24	-0.13	12%	-38%
CC(OC(=O)c1cc2sccc2n1C)C(=O)NCCc1ccccc1 (stereo not given)	i	6	-0.56	1237	0%	-1.7	1111	5.6	3.3	2.8	i	-0.3	-0.2	-0.31	0.49	-3%	9%
CCc1ccc(N2CC(C(=O)OCC(=O)NC3CCS(=O)(=O)C3)CC2=O)cc1 (stereo not given)	i	7	0.46	1149	5%	-2.2	1229	6.2	14	98	i	-0.73	-0.21	-0.1	-0.12	9%	-30%
Cn1ccnc1Sc1nnnn1-c1ccccc1	i	11	-0.45	1378	1%	-1.0	1097	7.0	2.7	9.2	i	0.31	-0.21	0.52	0.069	-7%	-8%
CC(=O)c1cccc(NC(=O)[C@@H](NC(N)=O)C(C)C)c1	i	-9	0.82	1323	-2%	-2.3	1160	5.9	2.8	8.9	i	0.18	-0.27	0.37	0.1	-1%	-34%
O=C(CSc1ncn[nH]1)NCCC(c1ccccc1)c1ccccc1	i	2	0.36	1276	-1%	-2.2	1389	1.8	1.2	3.1	i	-0.48	-0.3	-0.066	0.13	24%	24%
O=C(c1nn2c(C(F)(F)F)cc(-c3cccs3)nc2c1Cl)N1CCCc2ccccc21	i	-14	0.68	1975	9%	0.7	976	5.6	7.0	2.5	i	-0.92	-0.25	0.3	0.65	-2%	41%
Cc1[nH]c2ccc(F)cc2c1CCN(Cc1ccncc1)C(=S)Nc1ccc(F)cc1	i	-10	-1.2	1238	2%	0.1	1078	1.5	1.8	5.7	i	-0.13	-0.091	-0.11	0.4	-6%	-18%
Oc1ccc2ccccc2c1N=Nc1nccs1	nt	nt	-1.7	628	92%*	1.0	1255	nt	nt	nt	i	-0.079	-0.14	-0.42	0.17	0%	106%*
COc1ccccc1C(=O)Nc1nc(N)n(-c2ccccc2)n1	i	5	-0.91	1446	-7%	-1.2	1394	4.0	2.1	0.2	i	-0.092	-0.19	-0.69	0.0061	-13%	1%
O=C(NCc1ccco1)c1ccc(OCC2CCCO2)cc1 (stereo not given)	i	-9	nt	nt	-10%	-3.8	961	4.2	3.2	6.6	i	-0.045	-0.34	-0.11	0.41	-21%	-24%
CCOC(=O)/C(=N/Nc1ccccc1)Sc1nnnn1-c1ccc(C)cc1	i	22	0.13	1227	-6%	4.9	472	1.7	2.0	2.4	i	0.59	-0.2	0.39	-0.33	-2%	-7%
CC(C)(O)C(=O)NNC(=S)Nc1ccc(F)c(Cl)c1	i	-26	-0.84	1702	-5%	-3.9	1098	1.2	1.7	10	i	-0.46	1.2	0.2	0.34	47%	-16%
COCCN(Cc1cc2cccc(C)c2n2nnnc12)C(=O)C(F)(F)F	i	-4	0.68	982	8%	-1.8	654	5.3	1.6	5.5	i	-0.027	-0.19	0.32	-0.48	-7%	-9%
Cc1ccc(SCn2nnc3ccccc3c2=O)c(C)c1	i	3	-0.01	1244	-32%	-1.5	1122	2.4	2.7	2.9	i	1.7	-0.14	0.19	-1.2	4%	-54%
c1cnc2ncc3sccc3c2c1	i	9	0.88	1392	-13%	-3.2	569	4.0	3.0	14	i	2.9	-0.24	1.1	-1.4	2%	-25%
CC1CCCCC1NCC#CCOc1ccc(Cl)cc1 (stereo not given)	i	-24	-0.83	1687	6%	-1.9	1095	1.5	1.3	4.7	i	0.24	-0.24	0.22	0.41	-1%	-18%
C=CCCC(=O)Nc1nc(C)c(-c2csc(Nc3ccc(Cl)cc3)n2)s1	i	3	-1	1573	-13%	15	1122	27	8.8	23	i	0.8	-0.25	-0.48	0.44	7%	-35%
Cc1oc(-c2cccs2)nc1CN1CCC(CO)(CCOc2ccccc2)CC1	i	6	-0.34	1423	8%	1.3	1499	2.2	1.4	5.8	i	-0.81	-0.25	-0.38	1.2	5%	-20%
CCC(C)(C)n1nnnc1C(C(C)C)N1CCC(C(N)=O)CC1 (stereo not given)	i	-11	0.93	1128	4%	-0.9	817	0.9	1.1	7.0	i	-0.44	-0.19	-0.29	1.3	10%	9%
O=C(C1CCCCC1)N1CCc2[nH]c3ccc(F)cc3c2C1	nt	nt	0.52	1534	9%	-1.4	1289	nt	nt	nt	i	-0.42	-0.083	-0.38	1.4	-8%	1%
O=C(Nc1cccc(NC(=S)NC(=O)c2cccs2)c1)c1ccccc1	i	-1	nt	nt	-16%	0.3	961	3.8	2.9	3.6	i	-0.58	-0.24	0.54	0.093	-5%	-34%
Cc1nc(SCC(=O)N2CCc3ccccc32)n[nH]1	i	-2	0.75	907	-30%	-0.7	1194	1.2	1.3	9.1	i	-0.3	-0.21	0.047	0.55	3%	-24%
O=S(=O)(NCc1ccccc1)c1cccc2nsnc12	nt	nt	nt	nt	-4%	-0.4	1294	nt	nt	nt	i	0.014	-0.29	0.55	1.3	10%	-1%

Whole records as entered above. Screens in order: Autophagy HCS | Autophagy HCS cell loss 18 h | Insulin prom up | Insulin prom up cell count | NOD2 inhibition | bCat nuc transl | bCat nuc transl cell count 5 µM | MT stabilize HCS | MT stabilize HCS Hoechst-high % | MT stabilize HCS cytotoxicity % | Yfh1-off respiration | Dynein transport | Dynein transport cytoplasmic EGFP | Dynein transport nuclear GR-EGFP | Dynein transport cell count | M17LAP inhibition | NOD1 inhibition
Results for O=C(CSc1ncn[nH]1)NCCC(c1ccccc1)c1ccccc1 = i | 2 | 0.36 | 1276 | -1% | -2.2 | 1389 | 1.8 | 1.2 | 3.1 | i | -0.48 | -0.3 | -0.066 | 0.13 | 24% | 24%
Results for O=S(=O)(NCc1ccccc1)c1cccc2nsnc12 = nt | nt | nt | nt | -4% | -0.4 | 1294 | nt | nt | nt | i | 0.014 | -0.29 | 0.55 | 1.3 | 10% | -1%
Results for COC(=O)c1cccc(-n2nnnc2SCC(=O)Nc2cc(C)on2)c1 = i | 10 | 0.49 | 1126 | -8% | -3.4 | 1115 | 1.3 | 1.3 | 4.6 | i | 0.66 | 0.21 | 0.18 | -0.53 | -1% | -36%
